TRb SRC2 PPI: qHTS for Inhibitors of the Interaction of Thyroid Hormone Receptor and Steroid Receptor Coregulator 2. Thyroid hormone receptor beta (Homo sapiens), P10828. TRbeta-SRC2 peptide binding, fluorescence polarization; receptor liganded with 1 µM T3. Potency, µM (top dose mostly 106 µM), for inactives: top-dose activity change, negative = inhibition, hits mostly inhibitors. 0.065% of 280,000 active. AID 1469, 2008;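 also: plate controls were bound peptide for no effect and peptide without receptor for full effect; nearly all actives have a fitted effect of over 50% in size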
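TRb LBD 0.6 uM + Texas Red SRC2 peptide 20 nM, 1 uM T3, Tris buffer w/ 5% DMSO; compound pinned, 5 h RT; FP read ex 555/em 632; normalized to unbound and bound controls.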
TR SRC2 fluor cs: Total Fluorescence Counterscreen for Inhibitors of the Interaction of Thyroid Hormone Receptor and Steroid Receptor Coregulator 2; TRb/SRC2 Texas Red total fluorescence interference; Potency, µM (doses to about 106 µM), for inactives: top-dose fluorescence change, negative = quenching; 0.29% of 280,000 active; active = well fitted curve in either direction with a large enough effect; inconclusive = small, poorly fitted or top-dose-only effect
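Human TRβ ligand-binding domain (0.6 uM) and Texas Red SRC2 peptide (20 nM) in Tris buffer with 1 uM T3 and 5% DMSO were incubated with pinned compound for 5 hr at ambient temperature. Total fluorescence was computed as S + 2P (555/632 nm).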
ALDH1A1 block: qHTS Assay for Inhibitors of Aldehyde Dehydrogenase 1 (ALDH1A1). Purified ALDH1A1, NADH fluorescence, propionaldehyde substrate. Potency, µM (top dose mostly 75.3 µM), without a hit: at the highest dose activity, negative = inhibition, usual class: inhibitors. 7.3% of 220,000 active; active = well fitted inhibition curve with a large enough effect, not every such curve was filed as active; inconclusive = small, poorly fitted or top-dose-only effect, or another doubt; inactive = no such curve, though single readings can be large or run the other way;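 also: plate controls were no enzyme wells and a reference inhibitor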
Target sequence (P00352 whole entry, looked up): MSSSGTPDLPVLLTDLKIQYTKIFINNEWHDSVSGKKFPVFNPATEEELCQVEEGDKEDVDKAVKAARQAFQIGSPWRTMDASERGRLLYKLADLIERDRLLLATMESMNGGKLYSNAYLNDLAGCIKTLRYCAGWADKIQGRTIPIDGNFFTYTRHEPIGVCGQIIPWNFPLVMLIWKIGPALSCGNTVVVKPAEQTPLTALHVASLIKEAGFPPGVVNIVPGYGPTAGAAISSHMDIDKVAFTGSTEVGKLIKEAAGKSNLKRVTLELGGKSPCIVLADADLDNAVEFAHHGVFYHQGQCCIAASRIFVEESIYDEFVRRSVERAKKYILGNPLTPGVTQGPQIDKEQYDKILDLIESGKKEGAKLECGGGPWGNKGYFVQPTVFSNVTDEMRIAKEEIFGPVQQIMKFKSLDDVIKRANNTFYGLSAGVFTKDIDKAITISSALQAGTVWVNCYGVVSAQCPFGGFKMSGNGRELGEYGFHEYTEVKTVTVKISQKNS
Tau fluor counter: Counterscreen qHTS for Inhibitors of Tau Fibril Formation, Fluorescence Polarization. tau K18 P301L Alexa594 fluorescence, heparin fibrillization. Potency, µM (top dose mostly 57.7 µM), inactives show top-dose activity change, negative = decrease. 0.93% of 280,000 active; also: nearly all actives have a fitted effect of over 55% in size
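Human tau K18 P301L (15 uM unlabeled, 0.24 uM Alexa 594-labeled) in 100 mM sodium acetate pH 7 with 20 uM heparin, 6 hr at 37 C. ThT 30 uM added, 1 hr ambient; Alexa 594 FP and total fluorescence read at 555/632 nm.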
Tau ThT inhib: qHTS for Inhibitors of Tau Fibril Formation, Thioflavin T Binding; Microtubule-associated protein tau (Homo sapiens), P10636; AID 1460, 2008; Potency, µM (top dose mostly 57.4 µM), for inactives: top-dose activity, negative = inhibition, actives largely listed as inhibitors; recombinant tau K18 P301L (four-repeat tau fragment), heparin-induced fibrillization, ThT fluorescence; 2.1% of 270,000 active; also: nearly all actives have a fitted effect of over 55% in size
Target sequence (P10636 561-689 P618L limits assumed): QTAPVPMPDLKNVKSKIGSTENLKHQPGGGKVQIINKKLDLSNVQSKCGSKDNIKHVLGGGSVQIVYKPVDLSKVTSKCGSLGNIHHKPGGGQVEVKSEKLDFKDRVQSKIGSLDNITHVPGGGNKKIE
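Tau K18 P301L fragment (15 uM unlabeled plus 0.24 uM Alexa 594-labeled) in 100 mM sodium acetate pH 7 with compound, fibrillization induced by 20 uM heparin for 6 hr at 37 C. Thioflavin T (30 uM) added, fluorescence read after 1 hr (ex 450, em 510 nm).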
Tau fibril FP: qHTS for Inhibitors of Tau Fibril Formation, Fluorescence Polarization; 0.39% of 280,000 active; Potency, µM (titrated, usually from 57.7 µM), without a hit: top-dose activity, negative = inhibition, hits mostly inhibitors; K18 P301L tau heparin fibrillization, Alexa594 FP, 6 h; also: nearly all actives have a fitted effect of over 55% in size
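FP of Alexa 594-tau after heparin (20 uM) induction. Substrate: human K18 P301L, 15 uM unlabeled, 0.24 uM labeled. Buffer 100 mM sodium acetate pH 7. 6 hr, 37 C.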
L3MBTL1 inh: qHTS Assay for the Inhibitors of L3MBTL1; 0.66% of 230,000 active; Potency, µM (highest dose often 57.1 µM), without a hit: at the top dose activity, negative = inhibition, most hits filed as inhibitors; AlphaScreen L3MBTL1–H3K9me1 peptide binding; also: nearly all actives have a fitted effect of over 60% in size
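L3MBTL1 (50 nM) pre-complexed 30 min with biotinylated H3(1-15)K9me1 peptide (75 nM), then compounds added for 30 min at room temperature; AlphaScreen streptavidin donor/nickel chelate acceptor beads (10 ug/mL final) read after 30 min dark incubation.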
aGal spleen mod: qHTS Assay for Inhibitors and Activators of Human alpha-Galactosidase From Spleen Homogenate. Alpha-galactosidase A (Homo sapiens), P06280. human spleen homogenate, 4MU-alpha-Gal fluorescence, 40 min. Potency, µM (titrated, usually from 80 µM), for the others: at the top dose activity change, negative = inhibition, actives largely listed as inhibitors. 0.008% of 240,000 active. AID 2107, 2009;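 also: 0% = enzyme with vehicle and -100% = no enzyme basal signal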
Target sequence (P06280 32-429 limits assumed): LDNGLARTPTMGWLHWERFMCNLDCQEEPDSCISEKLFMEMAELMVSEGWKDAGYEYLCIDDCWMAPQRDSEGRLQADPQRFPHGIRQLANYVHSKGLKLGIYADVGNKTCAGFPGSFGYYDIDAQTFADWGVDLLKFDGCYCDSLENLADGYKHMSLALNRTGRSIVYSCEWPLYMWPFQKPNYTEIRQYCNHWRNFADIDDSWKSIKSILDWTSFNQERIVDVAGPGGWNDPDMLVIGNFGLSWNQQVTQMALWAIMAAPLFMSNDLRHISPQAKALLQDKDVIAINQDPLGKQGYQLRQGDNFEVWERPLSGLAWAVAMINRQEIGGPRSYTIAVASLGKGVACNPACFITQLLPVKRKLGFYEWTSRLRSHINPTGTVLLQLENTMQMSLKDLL
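Human spleen homogenate (1 ug) was the enzyme source, with 4-methylumbelliferyl-alpha-D-galactopyranoside (1 mM final) in pH 5.0 citrate buffer with 0.01% Tween-20. Compounds were titrated; after 40 min at 37C, NaOH/glycine stop, 4-MU fluorescence read; AC50 from Hill fits.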
* hit, by the source's call; ? = inconclusive; . = not tested or not shown; [ ] = dose if it differs, or a comment. Unless noted, calls follow the shape of the dose curve; as a rule, active = well fitted curve in the direction sought with a large enough effect; inconclusive = small, poorly fitted or top-dose-only effect, or another doubt; inactive = no such curve, though single readings can be large; an effect the other way counts as inactive or inconclusive. Unless noted, % is scaled to controls: 0 for no effect and ±100 for the full control effect; potency is read from the fitted curve at half-maximal effect.

Letters – A = TRb SRC2 PPI; B = TR SRC2 fluor cs; C = ALDH1A1 block; D = Tau fluor counter; E = Tau ThT inhib; F = Tau fibril FP; G = L3MBTL1 inh; H = aGal spleen mod
1	Cc1ccc(NC(NC(=O)c2cccnc2)C(Cl)(Cl)Cl)cc1 (centres undefined)
  A: 6% | B: -2% | C: 8% | D: -8% | E: 3% | F: 9% | G: 3% | H: 3%

2	COc1ccc(N2CCN(CCCNC(=O)C3(S(=O)(=O)c4ccc(Cl)cc4)CC3)CC2)cc1
  A: -11% | B: -1% | C: -4% | D: -5% | E: -15% | F: 15% | G: -3% | H: -4%

3	CC(C)(C)c1cc(C(F)(F)F)n2ncc(-c3ccccc3)c2n1
  A: -6% | B: 3% | C: 4% | D: -5% | E: -10% | F: 1% | G: -16% | H: -3%

4	CCCNS(=O)(=O)c1ccc2nc(NC(=O)c3ccc(F)cc3)sc2c1
  A: -1% | B: -2% | C: . | D: -26% | E: 28µM* | F: ? | G: . | H: .

5	Cc1ccc(S(=O)(=O)c2nc(-c3cccs3)oc2SCc2ccc(F)cc2)cc1
  A: 2% | B: 0% | C: . | D: ? | E: -6% | F: -11% | G: . | H: .

6	CCOC(=O)c1nc(Nc2cc(C)cc(C)c2)c2ccccc2n1
  A: 3% | B: -2% | C: 5% | D: -22% | E: 2% | F: -3% | G: 6% | H: 3%

7	Cc1cc(C)c(S(=O)(=O)c2ccccc2)c(OC(=O)c2cc(F)c(F)cc2Cl)n1
  A: 8% | B: 1% | C: 5% | D: -11% | E: -20% | F: -2% | G: -9% | H: 11%

8	CC(C)c1nnc(NC(=O)c2cnccn2)s1
  A: 2% | B: -1% | C: ? | D: 4% | E: 1% | F: -5% | G: 25% | H: 12%

9	O=C(CCC(=O)c1ccc(Oc2ccccc2)cc1)Nc1cccc(Cl)c1Cl
  A: 3% | B: -18% | C: 1% | D: -25% | E: ? | F: -5% | G: 35%[activator] | H: 1%

10	CCSc1nc2c([nH]c3ccccc32)c(=O)n1CC
  A: 1% | B: 1% | C: . | D: -15% | E: -10% | F: -9% | G: . | H: .

11	O=C(CCN1CCOCC1)NNC(=S)NC(=O)c1ccccc1
  A: -13% | B: -3% | C: -6% | D: -5% | E: -4% | F: -8% | G: . | H: 5%

12	CCC(CC)C(=O)NCCc1ccc(S(N)(=O)=O)cc1
  A: -12% | B: 0% | C: 9% | D: 3% | E: 5% | F: 2% | G: ? | H: -20%

13	Cc1cccn2c(Nc3ccccc3)c(-c3ccccn3)nc12
  A: 6% | B: -3% | C: 0% | D: -21% | E: -7% | F: 10% | G: . | H: -17%

14	COCCNc1ccc(N2C(=O)CCCC2=O)cc1[N+](=O)[O-]
  A: -6% | B: 0% | C: 0% | D: 10% | E: -5% | F: 1% | G: 10% | H: -5%

15	O=C(NCc1cccnc1)c1ccc(-c2cc(Cl)ccc2Cl)o1
  A: -4% | B: -3% | C: 7.1µM* | D: -27% | E: -22% | F: 9% | G: -7% | H: 5%

16	O=C(c1cccc(C(F)(F)F)c1)C1CCCN(Cc2cccn2-c2ncccn2)C1 (centres undefined)
  A: 4% | B: -1% | C: 4% | D: -1% | E: -3% | F: -7% | G: -15% | H: -3%

17	COc1ccc(N(CC(=O)Nc2ccc3c(c2)OCCO3)S(C)(=O)=O)c(OC)c1
  A: 5% | B: 0% | C: 2% | D: -9% | E: -8% | F: 0% | G: -2% | H: 7%

18	CCCCN(C(=O)c1cccc(S(=O)(=O)N2CCCCC2)c1)C1CCS(=O)(=O)C1 (centres undefined)
  A: -3% | B: ? | C: . | D: -4% | E: 2% | F: -8% | G: . | H: .

19	CCc1nnc(NC(=O)CCNC(=O)c2ccccc2Cl)s1
  A: -2% | B: -5% | C: 2% | D: 3% | E: 1% | F: 2% | G: 1%[11.4 µM] | H: 0%

20	CC(CCc1ccccc1)NC(=O)c1ccccc1 (centres undefined)
  A: -8% | B: -7% | C: -1% | D: -8% | E: 0% | F: -3% | G: . | H: -5%

21	O=C(NCc1ccccn1)c1cc(-c2ccc(-c3ccccc3)cc2)nc2ccccc12
  A: 5% | B: -8% | C: ? | D: -26% | E: 6% | F: -2% | G: -19% | H: 3%

22	O=C(CS(=O)(=O)c1ccccc1)Nc1ccc(S(=O)(=O)Nc2ncccn2)cc1
  A: 2% | B: 0% | C: 3% | D: 14% | E: 10% | F: 9% | G: 28% | H: -2%

23	Cc1ccc(S(=O)(=O)C2(C(=O)N3CCCCC3C)CC2)cc1 (centres undefined)
  A: -15% | B: -4% | C: ? | D: 2% | E: -4% | F: -1% | G: 0% | H: 0%

24	CCCn1c(SCC(=O)c2c(C)[nH]c(C)c2C(=O)OCC)nc2ccccc21
  A: -4% | B: 0% | C: -1% | D: -13% | E: -6% | F: -1% | G: -7% | H: 2%

25	CCc1nc(SCC(=O)c2ccc3c(c2)OCCO3)c2ccccc2n1
  A: 0% | B: -3% | C: ? | D: -27% | E: ? | F: -8% | G: 17% | H: 6%

26	COc1ccc(Cl)cc1NC(=O)Nc1cn(C)nc1C
  A: 8% | B: 2% | C: -6% | D: -13% | E: -9% | F: -12% | G: -1% | H: 6%

27	COc1ccc(C2CC(=O)C(C=NCCN3CCN(C(=S)Nc4ccccc4)CC3)=C(O)C2)cc1OC (centres undefined)
  A: 0% | B: -4% | C: 8% | D: -15% | E: ? | F: -4% | G: . | H: 6%

28	O=C(NNC(=O)c1ccccc1C(=O)O)c1ccc(-c2ccccc2)cc1
  A: 5% | B: 0% | C: ? | D: -19% | E: ? | F: 0% | G: 1% | H: -1%

29	Cc1ccccc1NC(=O)C1C2C=CC(C3CC23)C1C(=O)O (centres undefined)
  A: 1% | B: 0% | C: 6% | D: 0% | E: -5% | F: 1% | G: 8% | H: 6%

30	COc1ccc(NC(=S)N(CCCN2CCCCCC2)Cc2cccs2)cc1
  A: 0% | B: -3% | C: ? | D: -8% | E: ? | F: 2% | G: . | H: 2%

31	COc1ccc(-c2[nH]ncc2CN2CCCN(c3ccccc3)CC2)c(F)c1
  A: 0% | B: -3% | C: ? | D: -19% | E: -12% | F: 7% | G: ? | H: -14%

32	C/C(=N\NC(=O)c1c(C)nc2ccccn12)c1ccco1
  A: -6% | B: -1% | C: -39% | D: -8% | E: -6% | F: -6% | G: -6% | H: 1%

33	CC(C)n1c(SCCCc2ccccc2)nc2c1c(=O)[nH]c(=O)n2C
  A: 5% | B: 1% | C: ? | D: -6% | E: -18% | F: -4% | G: 10% | H: 3%

34	Cc1ccc2[nH]c3c(c2c1)CCCC3=O
  A: -12% | B: 2% | C: ? | D: -15% | E: -23% | F: -12% | G: 1% | H: 5%

35	COc1ccc(CC(=O)NCC(c2cccs2)S(=O)(=O)c2ccc(C)cc2)cc1 (centres undefined)
  A: -7% | B: 1% | C: . | D: -10% | E: -8% | F: 2% | G: . | H: .

36	CCC(=O)NC(NCC1CCCO1)C(Cl)(Cl)Cl (centres undefined)
  A: -1% | B: -1% | C: 10% | D: 2% | E: -8% | F: 2% | G: -4% | H: 1%

37	Cc1ccc(-c2nc(=S)c3c(n2Cc2cccnc2)CC(C)(C)OC3)cc1
  A: -2% | B: -1% | C: . | D: -2% | E: -8% | F: -2% | G: -3% | H: 6%

38	C/C(=C\C(=O)c1ccc(F)cc1)NCc1ccc2c(c1)OCO2
  A: 0% | B: 1% | C: 0% | D: -15% | E: -22% | F: 5% | G: -2% | H: 1%

39	c1ccc(-n2nnnc2NC2CCCCCC2)cc1
  A: 7% | B: -2% | C: 4% | D: -9% | E: -8% | F: 7% | G: 39%[activator] | H: 1%

40	O=C(c1ccc(Br)cc1)N1CCN(CCc2ccncc2)CC1
  A: 1% | B: ? | C: . | D: 3% | E: 6% | F: -3% | G: . | H: .

41	COc1ccc(S(=O)(=O)N(C)C)cc1NC(=O)COC(=O)c1nc2nccc(C)n2n1
  A: 6% | B: -2% | C: . | D: 3% | E: -1% | F: 3% | G: . | H: 9%

42	O=C(Cn1c(NCCCO)nc2ccccc21)c1ccco1
  A: 0% | B: 3% | C: 9% | D: -7% | E: 0% | F: -4% | G: 1% | H: 10%

43	CCC(Sc1nc2ncccc2o1)C(=O)Nc1cccc(C)c1 (centres undefined)
  A: 2% | B: 4% | C: . | D: -9% | E: 2% | F: -8% | G: . | H: .

44	N#Cc1cn(-c2ccccc2)nc1-c1cc2ccccc2oc1=O
  A: 2% | B: 0% | C: ? | D: -3% | E: 8% | F: -2% | G: 25%[11.4 µM] | H: 12%

45	COc1cccc(OC)c1C(=O)NC(=O)Nc1c(F)c(F)c(F)c(F)c1F
  A: -5% | B: -1% | C: 12% | D: -13% | E: -10% | F: -5% | G: -4% | H: 1%

46	CCc1nc2ccccc2[nH]c1=O
  A: -1% | B: -3% | C: . | D: -11% | E: -20% | F: 4% | G: 11% | H: 9%

47	CC(Sc1nc(-c2ccccc2)cc(C(F)(F)F)n1)C(=O)NCCN1CCOCC1 (centres undefined)
  A: 5% | B: 1% | C: 10% | D: 10% | E: 6% | F: 14% | G: 1% | H: -5%

48	Cc1ccccc1CNS(=O)(=O)c1ccc2c(c1)OCCO2
  A: 9% | B: -2% | C: -11% | D: 1% | E: 3% | F: -4% | G: 15%[11.4 µM] | H: 2%

Part of the list above, with bars between the fields.
nr | smiles | TRb SRC2 PPI | TR SRC2 fluor cs | ALDH1A1 block | Tau fluor counter | Tau ThT inhib | Tau fibril FP | L3MBTL1 inh | aGal spleen mod
33 | CC(C)n1c(SCCCc2ccccc2)nc2c1c(=O)[nH]c(=O)n2C | 5% | 1% | ? | -6% | -18% | -4% | 10% | 3%
34 | Cc1ccc2[nH]c3c(c2c1)CCCC3=O | -12% | 2% | ? | -15% | -23% | -12% | 1% | 5%
35 | COc1ccc(CC(=O)NCC(c2cccs2)S(=O)(=O)c2ccc(C)cc2)cc1 (centres undefined) | -7% | 1% | . | -10% | -8% | 2% | . | .
36 | CCC(=O)NC(NCC1CCCO1)C(Cl)(Cl)Cl (centres undefined) | -1% | -1% | 10% | 2% | -8% | 2% | -4% | 1%
